AddAB inh: growth inhibition of E. coli expressing H. pylori AddAB, primary screen, AddAB inhibitor project, absorbance | inhibition, % at 11.9 µM | 0.29% of 330,000 active; in the data active = inhibition above about 12%;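 also: 0% = vehicle wells of infected cells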
CDK5 p35 inh: inhibitors of human CDK5/p35 kinase, primary screen, biochemical, single concentration; Recombinant CDK5/p35, ADP-Glo luminescence, 60 min; Cyclin-dependent kinase 5 (Homo sapiens) + Cyclin-dependent kinase 5 activator 1 (Homo …; inhibition, % at 10 µM; 0.01% of 330,000 active;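 active = highest replicate inhibition of at least 50% and at least 75% of replicates reaching 50%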;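 also: plate controls were DMSO neutral control for no effect and GW8510 at 10 µM for full effect; many of its hits are not listed in these tables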
HTR5A inv ag: HTR5A inverse agonists in luminescence cell assay, primary screen, counter-screen for OPRM1-OPRD1 heterodimer inverse agonist project, full-deck HTS. 5-hydroxytryptamine receptor 5A (Homo sapiens), P47898. HTR5A cell line, inverse agonism. inhibition, % at 9.3 µM. 0.083% of 340,000 active. AID 504634, 2011; in the data active = inhibition mostly above about 23%, no sharp cut-off; inactive = mostly below about 18%;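 also: 0% = cells with DMSO and 100% = no-cell wells with DMSO; some compounds called inactive have numbers as strong as hits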
Target sequence (P47898 whole entry, looked up): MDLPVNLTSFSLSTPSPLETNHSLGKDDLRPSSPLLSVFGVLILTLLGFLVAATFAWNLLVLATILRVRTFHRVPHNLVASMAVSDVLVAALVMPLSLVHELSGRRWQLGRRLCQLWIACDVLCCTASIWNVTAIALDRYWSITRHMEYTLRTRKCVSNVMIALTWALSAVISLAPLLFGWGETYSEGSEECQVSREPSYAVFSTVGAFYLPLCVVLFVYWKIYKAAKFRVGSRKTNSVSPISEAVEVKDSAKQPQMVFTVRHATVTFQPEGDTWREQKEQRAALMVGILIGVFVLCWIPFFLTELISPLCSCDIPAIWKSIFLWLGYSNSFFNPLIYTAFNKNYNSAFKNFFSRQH
DAGLB inh: DAGLB lipase inhibitors, primary screen, biochemical, fluorescence, HTS. HEK293T DAGLB membrane lysate, EnzChek fluorogenic substrate. inhibition, % at 5.17 µM. 0.059% of 340,000 active; in the data active = inhibition above about 34%;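 also: 0% = enzyme with vehicle and 100% = wells lacking enzyme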
Target sequence (Q8NCG7 whole entry, looked up): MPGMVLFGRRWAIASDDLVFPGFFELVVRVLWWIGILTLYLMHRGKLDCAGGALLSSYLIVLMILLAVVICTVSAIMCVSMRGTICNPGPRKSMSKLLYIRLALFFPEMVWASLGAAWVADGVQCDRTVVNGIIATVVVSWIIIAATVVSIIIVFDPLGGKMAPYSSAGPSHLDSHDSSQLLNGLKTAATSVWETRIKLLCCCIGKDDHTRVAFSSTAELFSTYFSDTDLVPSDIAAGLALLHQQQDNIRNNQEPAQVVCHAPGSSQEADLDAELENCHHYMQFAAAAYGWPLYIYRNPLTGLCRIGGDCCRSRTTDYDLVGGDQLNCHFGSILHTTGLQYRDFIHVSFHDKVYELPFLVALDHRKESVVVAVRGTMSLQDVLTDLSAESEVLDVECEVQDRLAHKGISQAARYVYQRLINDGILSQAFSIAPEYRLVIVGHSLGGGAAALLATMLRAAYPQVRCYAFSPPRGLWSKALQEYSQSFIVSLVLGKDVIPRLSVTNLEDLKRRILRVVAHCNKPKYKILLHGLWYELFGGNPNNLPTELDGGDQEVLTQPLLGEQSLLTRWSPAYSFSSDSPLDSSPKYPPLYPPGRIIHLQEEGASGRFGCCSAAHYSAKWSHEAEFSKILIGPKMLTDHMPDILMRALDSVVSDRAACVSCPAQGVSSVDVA
PKA-R2B act: activators of PKA-R2B holoenzyme, primary screen, biochemical, fluorescence polarization, Cy5-IP20, human. 0.079% of 340,000 active. PKA-R2B holoenzyme dissociation; R2B truncated from residue 108, S112A mutant; 0% DMSO only, 100% 113 µM cGMP. activation, % at 11.4 µM;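 active = activation above a cutoff set at the mean over all compounds plus 3 SD, cut at about 18% in these data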;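 also: higher means more holoenzyme dissociation and a rise in polarization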
phage Ecoli inh: growth loss of phage-infected E. coli, primary screen, RecBCD inhibitor project, absorbance, with phage, HTS; inhibition, % at 11.9 µM; 0.26% of 360,000 active; AID 651602, 2012; in the data active = inhibition above about 11%
Mot1-301 SUMO: yeast Mot1-301 growth rescue at high temperature, primary screen, SUMOylation pathway inhibitor project, S. cerevisiae, ATP luminescence, 38.5C. S. cerevisiae Mot1-301 growth rescue; percent above DMSO median, 100 means doubled. growth rescue, % at 18.8 µM. 1% of 320,000 active. AID 2716, 2010;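 active = every valid replicate shows activation above 250% relative to neutral control wells; inactive = the rest, any valid replicate at or below 250%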;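 also: OY570 slx delta 5 strain wells were the positive control but not used for scaling; some compounds called inactive have numbers as strong as hits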
E coli growth: E. coli V3065 growth inhibition, primary screen, counter-screen for AddAB inhibitor project, absorbance, OD600; 18 h; 0.27% of 330,000 active; inhibition, % at 11.9 µM; AID 449728, 2010;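 active = inhibition above the campaign's mean inhibition across all tested compounds plus 3 SD, cut at about 9.9% in these data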;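 also: uninfected addAB+ strain grown without phage in ampicillin broth; 0% = DMSO wells and 100% = ciprofloxacin 0.95 µg/ml wells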
PKA-R1A activ: activators of PKA-R1A holoenzyme, primary screen, biochemical, fluorescence polarization, Cy5-IP20, bovine R1A, mouse PKAc; cAMP-dependent protein kinase type I-alpha regulatory subunit (Bos taurus) + …; PKA-R1A dissociation; scaled: DMSO 0%, 113 µM cGMP 100%; activation, % at 11.4 µM; 0.083% of 340,000 active; AID 504707, 2011;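 active = percent activation above the mean of all tested compounds plus 3 SD, cut at about 19% in these data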;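 also: higher means more PKAc released from R1A so a rise in polarization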
HTR5A ag: HTR5A agonists in luminescence cell assay, primary screen, counter-screen for OPRM1-OPRD1 heterodimer agonist project, full-deck HTS; 5-hydroxytryptamine receptor 5A (Homo sapiens), P47898; cell-based; activation, % at 9.3 µM; 0.61% of 340,000 active; AID 504692, 2011; in the data active = activation mostly above about 9.5%, no sharp cut-off; inactive = mostly below about 7.6%;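 also: 0% = cells with vehicle only and 100% = reference agonist; strong numbers were not always called active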
Tat export inh: E. coli Tat export inhibitors, primary screen, MC4100, TorA-mCherry reporter, fluorescence, single point; inhibition, % at 10 µM; 0.036% of 340,000 active;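 active = mean replicate inhibition at least 50% and at least half of replicates individually reaching 50%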;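 also: exported cargo escapes ClpAP degradation while cytoplasmic cargo is degraded and loses fluorescence; 0% = median of neutral control wells and 100% = median of NaSCN control wells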
Numbers without * were called inactive; / = not tested or not shown. Not a hit list; any-hit rate near 2.3%.

SMILES | AddAB inh | CDK5 p35 inh | HTR5A inv ag | DAGLB inh | PKA-R2B act | phage Ecoli inh | Mot1-301 SUMO | E coli growth | PKA-R1A activ | HTR5A ag | Tat export inh
CSc1cccc(CNC(=O)C2CCC(=O)N(Cc3cccc(C(F)(F)F)c3)C2)c1 (stereo unspecified) | -0.5 | -1.9 | 0 | 1 | -11 | 1.7 | -7 | -1.5 | -9 | 0 | 5
COCCNC(=O)C(=O)Nc1cc2c3c(c1)CCC(=O)N3CCC2 | 5.1 | 0.3 | 6 | -1 | -2 | 4.6 | -23 | 0.8 | 9 | -2 | -6
O=C(Oc1ccc(F)cc1)N1CCOCC1 | 0.5 | -0.1 | -10 | 2 | -10 | 1.3 | -9 | -3.1 | 9 | -1 | -10
CC(C)(C)NC1=CC(=O)OC12CCCCC2 | 2.1 | 1.3 | -23 | 3 | -3 | 3.3 | -3 | 0.8 | -13 | 3 | 11
COc1cccc(CNCc2ccc(OC)cc2OC)c1 | -0.6 | 0.4 | -2 | 0 | -11 | 1.8 | 0 | -0.6 | 4 | 1 | 7
COc1ccc(NC(=O)Nc2nnc(CC(=O)NCc3ccccc3)s2)cc1 | -1.2 | -0.8 | -4 | 0 | -3 | 4.8 | 5 | -1.2 | 2 | 1 | -16
COc1cccc(N2CC(C)Cn3c2nc2c3c(=O)n(CCN3CCOCC3)c(=O)n2C)c1 (stereo unspecified) | 1.2 | 2.0 | 26 | 3 | -4 | 0.5 | -6 | 0.1 | -11 | -10 | 3
CC(=O)Nc1ccc(S(=O)(=O)NC2Cc3ccccc3C2)cc1 | -2.4 | -3.0 | -18 | 0 | -1 | 6.9 | -14 | -1.6 | 2 | 5 | -1
Nc1ccc(S(=O)(=O)c2ccc(N)cc2)cc1 | -1.3 | 1.4 | -34 | 1 | -3 | 5.3 | 222 | -0.6 | -24 | 9 | 2
O=C(N/N=C/c1cn(CC(=O)N2CCOCC2)c2ccccc12)c1cccnc1 | 1.4 | 1.6 | 21 | -2 | 10 | 4.2 | -6 | 1.5 | 1 | 6 | -2

Brought forward from above: three compounds; new compounds follow.
SMILES | AddAB inh | CDK5 p35 inh | HTR5A inv ag | DAGLB inh | PKA-R2B act | phage Ecoli inh | Mot1-301 SUMO | E coli growth | PKA-R1A activ | HTR5A ag | Tat export inh
CC(=O)Nc1ccc(S(=O)(=O)NC2Cc3ccccc3C2)cc1 | -2.4 | -3.0 | -18 | 0 | -1 | 6.9 | -14 | -1.6 | 2 | 5 | -1
Nc1ccc(S(=O)(=O)c2ccc(N)cc2)cc1 | -1.3 | 1.4 | -34 | 1 | -3 | 5.3 | 222 | -0.6 | -24 | 9 | 2
O=C(N/N=C/c1cn(CC(=O)N2CCOCC2)c2ccccc12)c1cccnc1 | 1.4 | 1.6 | 21 | -2 | 10 | 4.2 | -6 | 1.5 | 1 | 6 | -2
CC(/C=N/NC(=O)NC1CCCCC1)=C\c1ccccc1 | 3.4 | 2.8 | 8 | 0 | -6 | 2.4 | -11 | 5.4 | -11 | -3 | 16
CCC(=O)Nc1cccc(-c2cn3ccsc3n2)c1 | 3.5 | 1.1 | 22 | 1 | 0 | 0.8 | 18 | 2.7 | 6 | -10 | -5
CCC(=O)N1CCc2cc(Br)cc(S(=O)(=O)N3CCCCC3CC)c21 (stereo unspecified) | 1.8 | -0.4 | -12 | 0 | 2 | -0.2 | 30 | -1.8 | -7 | 4 | 1
CS(=O)(=O)N1CCc2cc(C(=O)N3CCCCC3)ccc21 | 1.1 | 2.0 | 2 | -1 | 5 | 1.3 | -11 | 0.4 | -14 | -1 | 4
CC(=O)Nc1ccc(S(=O)(=O)NCC(C)NS(=O)(=O)c2ccc(NC(C)=O)cc2)cc1 (stereo unspecified) | -2.0 | -2.4 | -23 | 3 | -12 | 0.5 | -8 | -1.3 | 2 | 3 | -3
CCOc1ccc(/C=C2\CCC(C3CCCC3)C2=O)cc1OC (stereo unspecified) | -3.5 | 0.3 | -17 | -8 | 3 | 4.1 | -8 | -2.3 | 6 | 5 | -9
CCOC(=O)N1CCN(C(=O)CSCC(=O)Nc2nc(-c3ccc(C)cc3)cs2)CC1 | -1.6 | -1.7 | 16 | -2 | -3 | 2.9 | -5 | 0.9 | 13 | -3 | -6
COC(=O)CNC(=O)C1CCN(S(=O)(=O)c2cnc[nH]2)CC1 | 4.2 | -0.7 | -8 | 1 | -1 | 4.3 | -2 | -1.9 | 1 | -2 | 11
CCN1CCN(c2cc(C)c3cc(NC(=S)N(C)Cc4ccccc4)ccc3n2)CC1 | 0.3 | 0.7 | 11 | 1 | 2 | 0.1 | 3 | -1.5 | 2 | -3 | 2
CC(=O)NC(Cc1cccc(C)c1)C(=O)NC1CCN(S(=O)(=O)c2ccccc2)CC1 (stereo unspecified) | 1.5 | 1.1 | -11 | -2 | 3 | 2.3 | -1 | -0.1 | -5 | 4 | 6
COc1ccc(OC)c(Cc2nnc(CCC(=O)N3CCCCC3c3nccs3)o2)c1 (stereo unspecified) | -1.4 | -1.2 | 32 | 2 | 3 | / | -7 | -2.4 | -11 | -3 | 13
CCCCC1=CC2=C(c3ccco3)C(=O)C(C)(OC(=O)c3ccc(OC)cc3)C(=O)C2=CN1C1CCCCC1 (stereo unspecified) | 2.2 | -1.2 | -1 | -2 | -1 | / | -33 | -2.7 | -8 | 1 | 3
COCCCNC(=O)c1cc(Sc2nnc(C)s2)nc2ccccc12 | -0.3 | 2.3 | -8 | -6 | 1 | 1.7 | 12 | -1.8 | 4 | 7 | -6
C=CCn1c(SCC(=O)N2CCCCC2)nnc1-c1ccncc1 | 0.8 | -0.5 | 13 | -2 | 9 | 2.4 | -5 | -1.2 | -2 | -1 | -4
COc1ccc(OC)c(CN2CCN(C(=O)c3ccc(F)cc3)CC2)c1 | 0.4 | 0.5 | -7 | 0 | 4 | 1.9 | 4 | -0.6 | -8 | 2 | -2
COc1cc(/C=C(\C#N)C(=O)NCC2CCCO2)cc(OC)c1OC (stereo unspecified) | 3.6 | -1.5 | 5 | -2 | 8 | 2.4 | 20 | 0.7 | -7 | 2 | -7
COc1ccccc1CNS(=O)(=O)c1ccc(-n2cccn2)cc1 | 4.4 | -0.4 | 11 | -1 | -1 | 0.6 | -2 | 2.5 | -1 | 5 | 8
S=C(NN=C(c1ccccc1)c1ccccn1)N(Cc1ccccn1)Cc1ccccn1 | / | 0.3 | -6 | 21 | -4 | 15* | / | / | -15 | 2 | -8
COc1ccc(C2=NOC(c3nnc(-c4ccccc4)o3)C2)cc1 (stereo unspecified) | 1.6 | -1.6 | 13 | 0 | -8 | 0.8 | 218 | -1.0 | -12 | 1 | -12
Cc1ccc(CN2CC(C(=O)N(Cc3nnc(-c4ccccc4Cl)o3)C3CC3)CC2=O)cc1 (stereo unspecified) | 1.7 | 2.0 | 7 | -2 | -11 | 3.0 | -21 | 1.6 | -7 | -3 | -11
CN(C)C(=C(C#N)C#N)N1CCN(c2ccc(Cl)cc2)CC1 | 0.7 | -0.2 | 6 | -1 | -6 | 4.1 | 2 | -0.2 | 10 | -2 | -11
CN(C)C(CNS(=O)(=O)c1cc([N+](=O)[O-])ccc1Cl)c1ccco1 (stereo unspecified) | -0.6 | 1.3 | -9 | 2 | -3 | 2.5 | -1 | 1.5 | -1 | 2 | -9
CN=C(Nc1cc(C)nn1CCC#N)c1ccc(F)cc1 | -2.2 | 0.0 | 11 | -1 | -10 | 1.9 | 68 | 0.9 | -8 | 5 | 1
CCN(C(=O)COC(=O)c1ccc2[nH]c(C)c(C)c2c1)c1c(N)n(Cc2ccccc2)c(=O)[nH]c1=O | / | 0.4 | 0 | 2 | 2 | 1.6 | / | / | 5 | -2 | -3
CC1(c2cccc(Br)c2)NC(=O)N(CC(=O)c2ccc3c(c2)OCCO3)C1=O (stereo unspecified) | 1.2 | 2.1 | -29 | -2 | 1 | 1.2 | 15 | -0.3 | -1 | 11 | 6
Cn1cccc1Cc1nnc(SCC(=O)Nc2nccs2)n1C | 3.6 | 0.5 | -16 | -4 | -2 | 0.7 | 5 | -2.8 | -9 | 0 | 5
CC(=O)c1ccc(N2CCN(S(=O)(=O)c3cc4c(cc3C)NC(=O)CO4)CC2)cc1 | 3.2 | 2.1 | -13 | 0 | -5 | -0.4 | / | -1.0 | -10 | -1 | -2
CCc1ccc(NC(=O)c2c(Cl)nc(C)c(Cl)c2C)cc1 | 2.6 | -6.0 | 0 | -5 | -14 | 4.0 | 243 | -0.4 | -4 | 1 | 9
Fc1ccccc1-n1cn[nH]c1=S | 95* | 0.6 | -26 | -4 | 1 | 2.5 | 87 | 53* | 1 | 2 | 4
CCCn1c(=O)c(C(=O)NCc2ccccc2)c(O)c2ccccc21 | 3.5 | 0.6 | 5 | -25 | -2 | 3.4 | 8 | -1.3 | 5 | -1 | -1
CC(=O)N1CCN(c2ccc(NC(=O)c3ccccc3C)cc2)CC1 | 3.5 | -1.2 | -4 | -2 | -16 | 0.2 | -1 | 1.1 | 5 | 2 | -2
O=C(c1ccc2c(c1)C(=O)N(Cc1ccncc1)C2=O)N1CCN(S(=O)(=O)c2ccc(OC(F)(F)F)cc2)CC1 | / | -1.3 | -34 | 0 | -14 | 1.9 | / | / | -6 | -4 | 3
N#Cc1c(SCc2cccc(Cl)c2)sc(C(=O)c2ccccc2)c1N | 1.2 | 1.2 | -1 | -6 | -9 | 3.2 | 1 | -2.8 | -8 | 0 | 0
COC(=O)c1ccccc1NC(=O)COC(=O)/C=C/c1cccs1 | 0.2 | 1.1 | 12 | -17 | 2 | 3.8 | 6 | -1.6 | 3 | -3 | 2
CCOC(=O)c1sc(NC(=O)c2cccnc2)nc1C | 2.6 | 1.1 | -7 | -3 | 6 | 1.8 | 144 | 0.2 | 4 | 3 | 11
CCOC(=O)/C(C#N)=C1/C=CNC(=O)N1 | 3.5 | -3.2 | 25 | -1 | 0 | 1.4 | -7 | 2.2 | 7 | 2 | 0
CC(C)CNS(=O)(=O)c1ccc(OCC(=O)NCc2ccco2)cc1 | 3.2 | 0.0 | 12 | -2 | 10 | -0.2 | 210 | 2.4 | -9 | -1 | 0
CC(Oc1ccccc1)C(=O)NN1Cc2ccccc2C1=N (stereo unspecified) | 0.6 | 0.4 | 9 | 1 | 2 | 3.0 | 10 | -2.4 | -3 | 0 | -10
CCOc1ccc(C(F)(F)F)cc1NC(C)=O | 2.8 | 0.3 | 13 | -2 | 3 | 1.2 | 8 | -0.7 | 3 | 2 | 2

Bioassay records deposited in PubChem BioAssay by several laboratories.
